# Bioassay records deposited in PubChem by National Center for Advancing Translational Sciences (NCATS).
# Akt phos inh: HTS Assay for Inhibitors of Akt Phophorylation: Primary Screen. AID 651550, 2012. activity change, % for hits at 50 µM. Neuro2A IGF-stimulated pAkt S473 HTRF, 20 min; stronger effect = lower value. 360,000 compounds, 0.32% hits; in the data active means activity change below about -80%; inconclusive means mostly about -51% to -80%; further: on the % scale 0 is the no-effect control and ±100 the full control effect
#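 Single-point screen (50 µM final compound) in Neuro2A cells stimulated 20 min with 6 nM IGF at 37 deg C. After lysis, Ser473-phosphorylated Akt read by HTRF (ex 330 nm, em 615/665 nm) as the 665/615 ratio.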
# GLP1R cytotox: qHTS of GLP-1 Receptor Inverse Agonists: Cytotox Screen; AID 624418, 2012; 410,000 compounds, 0.13% hits; Potency, µM (titrated, usually from 38.3 µM), for inactives: at the highest dose activity change, negative = inhibition, most hits filed as inhibitors; HEK293 cAMP-luciferase reporter cells, luminescence, 24 h;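 further: loss of luciferase light is scored as toxicity; potency means the concentration at half of the fitted maximal effect; on the % scale 0 is the no-effect control and ±100 the full control effect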
#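 A 23 nL compound transfer followed 12 hours of cell culture at 37 deg C; exposure then lasted 24 hr. Luciferase assay detection reagent was dispensed and plates read for luminescence after a 12 min room-temperature wait.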
# Mm-Cpn inhibitor: Inhibitors of TCP-1 ring complex (TRiC) of Methanococcus maripaludis (MmCpn): qHTS | 330,000 compounds, 0.031% hits | Chaperonin Mm-Cpn (Methanococcus maripaludis) | purified Mm-Cpn ATPase, ADP Transcreener TR-FRET | Potency, µM (titrated, usually from 76.9 µM), for inactives: at the highest dose activity, negative = inhibition, most hits filed as inhibitors; further: potency means the concentration at half of the fitted maximal effect; on the % scale 0 is the no-effect control and ±100 the full control effect; nearly all actives have a fitted effect of over 80% in size
#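 ATP (10 uM final) was added to archaeal chaperonin (25 nM final) after 10 min exposure to test compound at 37°C; after 30 min further incubation, ADP was detected by competitive TR-FRET.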
# Abeta yeast res: qHTS for compounds that reverse cellular toxicity of Amyloid beta (A-beta) peptide in yeast: Primary Screen | Potency, µM (titrated, usually from 46.1 µM), without a hit: top-dose growth rescue, usual class: activators | yeast expressing A-beta42, growth rescue, OD600, 48 h; response scale: 0% DMSO, 100% iron-clioquinol control | 410,000 compounds, 0.063% hits; further: potency means the concentration at half of the fitted maximal effect; nearly all actives have a fitted effect of over 55% in size
#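 Yeast A-beta toxicity model in growth medium with pinned compounds, 48 h at 30 C; growth read as absorbance at 600 nm. Normalized to FeCl3/clioquinol equimolar mix (positive) and DMSO (negative).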
# PTHR1 agonist: qHTS for PTHR1 Agonists: Primary Screen; Parathyroid hormone/parathyroid hormone-related peptide receptor (Homo sapiens), Q03431; HEK293 GP2 PTHR1 cells, GloSensor cAMP luminescence, 1 h; Potency, µM (series often up to 115 µM), without a hit: top-dose activation, actives largely listed as activators; 410,000 compounds, 0.075% hits; AID 743266, 2014; further: potency means the concentration at half of the fitted maximal effect; nearly all actives have a fitted effect of over 55% in size; some results filed as inactive show a strong effect at the top dose; inactives centre near -15; many of its hits are not listed in these tables
# Target sequence (Q03431 whole entry, looked up): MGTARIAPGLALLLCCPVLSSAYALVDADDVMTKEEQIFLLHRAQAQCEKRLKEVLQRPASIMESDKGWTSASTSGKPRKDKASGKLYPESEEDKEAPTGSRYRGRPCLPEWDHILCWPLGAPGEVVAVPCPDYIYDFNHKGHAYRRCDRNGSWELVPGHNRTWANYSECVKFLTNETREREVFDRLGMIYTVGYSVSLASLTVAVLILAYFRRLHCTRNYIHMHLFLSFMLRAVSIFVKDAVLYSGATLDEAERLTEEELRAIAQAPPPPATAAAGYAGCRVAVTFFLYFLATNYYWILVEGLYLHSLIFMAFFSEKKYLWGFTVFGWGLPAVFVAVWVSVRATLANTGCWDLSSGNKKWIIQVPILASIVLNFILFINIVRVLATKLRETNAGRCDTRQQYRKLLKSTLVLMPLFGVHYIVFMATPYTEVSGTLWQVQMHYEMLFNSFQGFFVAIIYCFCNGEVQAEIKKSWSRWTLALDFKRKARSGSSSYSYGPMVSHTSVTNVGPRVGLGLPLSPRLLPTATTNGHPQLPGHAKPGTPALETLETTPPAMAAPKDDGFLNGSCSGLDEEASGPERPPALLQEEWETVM
#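 HEK-293-derived GP2 cells expressing PTHR1 and a GloSensor cAMP reporter, 3,000/well, plated overnight, given luciferin plus IBMX (each 0.5 mM as added) for 1 h at 37 °C, then compound for 1 h at 37 °C. Luminescence was read after 15 min at room temperature.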
# FUS suppressor: qHTS for Suppressors of FUS Proteinopathy: Primary screen using FUS-linked yeast assay; S. cerevisiae FUS-expressing, growth rescue, OD600, 24 h; Potency, µM (titrated, usually from 76.6 µM), for the others: top-dose growth rescue (activation), usual class: activators; 390,000 compounds, 0.24% hits; AID 1347120, 2019;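 further: potency means the concentration at half of the fitted maximal effect; plate controls were DMSO vehicle for no effect and reference control for full effect; nearly all actives have a fitted effect of over 55% in size; some results filed as inactive show a strong effect at the top dose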
#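 Galactose (2%) drives FUS expression in yeast precultured in raffinose; seeding density OD 0.005. Test compounds incubated 24hr at 30C and 99% humidity before absorbance at 600 nm was measured.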
# TDP43 rescue: qHTS of TDP-43 Inhibitors; 410,000 compounds, 1.8% hits; AID 652104, 2013; Potency, µM (highest dose often 46.1 µM), for the others: at the highest dose growth rescue (activation), usual class: activators; TDP-43 expressing yeast growth rescue, BacTiter-Glo, 24 h; further: potency means the concentration at half of the fitted maximal effect; % of control where 0% means no effect; nearly all actives have a fitted effect of over 50% in size
#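 Yeast cells expressing TDP-43 under galactose induction are exposed to compounds for 24 hr at 30 deg C. BacTiter-Glo luminescence measures growth, so protective compounds score as activators.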
# aSyn yeast inh: qHTS of alpha-syn Inhibitors. Yeast expressing alpha-synuclein, growth rescue, BacTiter-Glo, 24 h. Potency, µM (titrated, usually from 46.1 µM), for the others: at the top dose growth rescue (activation), most hits filed as activators. 370,000 compounds, 0.14% hits. AID 652106, 2013; further: potency means the concentration at half of the fitted maximal effect; % of control where 0% means no effect; nearly all actives have a fitted effect of over 65% in size
#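 Rescue of yeast growth: cells expressing toxic alpha-synuclein, induced in galactose at OD600 0.02, incubated with compound 24 h at 30 C. ATP luminescence quantified growth; inhibitors of toxicity appear as activators.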
# GLP1R inv ag: qHTS of GLP-1 Receptor Inverse Agonists (Inhibition Mode) | Glucagon-like peptide 1 receptor (Homo sapiens), P43220 | HEK293 GLP-1R CRE-luciferase, luminescence, 24 h; GLP-1R form is constitutively active | Potency, µM (series often up to 38.3 µM), for inactives: at the highest dose activity change, negative = inhibition, hits mostly inhibitors | 410,000 compounds, 1.6% hits | AID 624417, 2012; further: potency means the concentration at half of the fitted maximal effect; on the % scale 0 is the no-effect control and ±100 the full control effect; nearly all actives have a fitted effect of over 55% in size
# Target sequence (P43220 whole entry, looked up): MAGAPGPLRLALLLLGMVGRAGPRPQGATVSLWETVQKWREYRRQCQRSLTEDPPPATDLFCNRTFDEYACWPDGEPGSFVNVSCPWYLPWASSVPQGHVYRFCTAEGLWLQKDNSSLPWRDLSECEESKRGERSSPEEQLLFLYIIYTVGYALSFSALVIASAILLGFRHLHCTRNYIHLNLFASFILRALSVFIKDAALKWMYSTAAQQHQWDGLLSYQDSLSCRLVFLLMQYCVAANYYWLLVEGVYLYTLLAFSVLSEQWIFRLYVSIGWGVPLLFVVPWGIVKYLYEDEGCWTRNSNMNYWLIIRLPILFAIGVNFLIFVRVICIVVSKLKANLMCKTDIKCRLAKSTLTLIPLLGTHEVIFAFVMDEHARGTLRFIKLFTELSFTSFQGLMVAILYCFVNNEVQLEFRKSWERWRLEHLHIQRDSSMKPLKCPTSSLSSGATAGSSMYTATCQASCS
#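 Luminescence readout: a drop in cAMP-driven luciferase signal flags inverse agonism at a constitutively active GLP-1R stably expressed in HEK293. Compound exposure lasted 24 hr at 37 deg C, 5% CO2.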
# * marks the source's active call; other numbers are inactive results; i = inactive; ? = inconclusive; nt = not tested or not shown; & = joins results of further samples; [ ] = remark or other dose. Unless noted, the call rests on the fitted dose curve; in most records, active means well fitted curve in the direction sought with a large enough effect; inconclusive means small, poorly fitted or top-dose-only effect, or another doubt; inactive means no such curve, though single readings can be large; an effect the other way counts as inactive or inconclusive.
SMILES,Akt phos inh,GLP1R cytotox,Mm-Cpn inhibitor,Abeta yeast res,PTHR1 agonist,FUS suppressor,TDP43 rescue,aSyn yeast inh,GLP1R inv ag
O=C(c1ccc(S(=O)(=O)Cc2cc(F)ccc2F)c([N+](=O)[O-])c1)N1CCCC1,i,?,-4%,-83%[inhibitor],i,1%,?,-14%,8.9µM*
CCCC(=O)C1=C(O)C(C(=O)OC)C(C)(C)CC1=NC (stereo not given),i,-11%,-2%,16%,-20%,4%,-8%,-13%,41%[activator]
C=CCn1cnc2c(sc3nc(C)cc(C)c32)c1=O,i,6%,-28%,-23%,i,1%,29%,-1%,38%[activator]
CC1CCN(C(=O)C(NS(=O)(=O)c2cccc3nsnc23)C(C)C)CC1 (stereo not given),i,-5%,-1%,-1%,-20%,7%,9%,-9%,-5%
Cc1ccnc(NC(=O)COc2ccc3oc4c(c3c2)CCCC4)c1,nt,-2%,-1%,14%,-2%[57.5 µM],-10%,2%,-3%,22%
Cc1sc(N(C(=O)CCc2ccccc2)c2ccc(C(=O)O)cc2)nc1-c1ccccc1,i,-2%,1%,-1%,-37%[inhibitor],-16%,15%,3%,?
COc1ccccc1C(=O)N1CCN=C1SC,i,-9%,2%,-4%,-4%[57.5 µM],-3%,7%,-1%,-4%
Cc1ccc(NS(=O)(=O)c2ccc(C3CCCCC3)cc2)cc1,i,-23%,2%,-21%,-26%,nt,?,-18%,?
Cc1nn2c(-c3ccncc3)ccnc2c1Cl,i,9%,3%,17%,2%,-21%,11%,-6%,4%
CC(C=CC(O)=C1C(=O)CNC1=O)=C[C@@H](C)C1OC2(C)OC(C(=O)C3O[C@@]32C)C1C (stereo not given in full),i,2%,nt,0%,-15%,1%,-27%,-3%,19%
CCOC(=O)c1c(NC(=O)/C(C#N)=C/c2ccccc2)sc2c1CCC2,nt,-2%,nt,-4%,-22%,11%,23%,nt,12%
CCOC(=O)c1c(C)[nH]c(C(=O)OCC(=O)N2CC(C)OC(C)C2)c1C (stereo not given),-130%*,-2%,1%,14%,-3%,12%,7%,0%,-1%
Cc1cc(OCC(=O)N2CCN(c3ccccc3)CC2)c2c(C)c(C)c(=O)oc2c1,i,12%,0%,-6%,-5%,-8%,2%,2%,2%
O=C(Nc1cc(S(=O)(=O)N2CCOCC2)ccc1Cl)c1cc([N+](=O)[O-])ccc1Cl,i,-17%,1%,0%,-15%,19%,0%,-1%,?
CCC1CCCCN1C(=O)CCC(=O)Nc1nnc(C(F)(F)F)s1 (stereo not given),i,-11%,-4%,2%,-2%,27%,7%,2%,-8%
CN(C(=O)CN1C(=O)CCSc2ccc(S(=O)(=O)N3CCCC3)cc21)c1ccccc1,i,-13%&-7%,1%,12%&-3%,-17%&5%,9%&24%,8%&25%,0%,11%&17%
CCn1cc(/C=C(\NC(=O)c2ccccc2F)C(=O)N2CCCC2)c2ccccc21,i,?,-1%,12%,-18%,21%,4%,3%,?
COc1cc2c(cc1OC)CN(c1ccc(C(F)(F)F)cn1)CC2,i,-8%,-4%,0%,-25%,15%,25%,7%,?
CC12COC3(C(=O)Nc4ccc5ccccc5c4)CC1CCC32C (stereo not given),i,4%,3%,-42%[inhibitor],i,18%,-12%[9.22 µM],2%,?
O=C(Nc1cccc2c1CCCC2)c1cc(C2CCCCN2C(=O)c2cccs2)on1 (stereo not given),i,-6%,nt,16%,-16%,?,15%,7%,?
CC(C)[C@H](NC(=O)C1CCN(S(=O)(=O)c2ccccc2)CC1)C(=O)NCc1ccncc1,i,-11%,-1%,6%,-2%,-23%,-2%,-5%,13%
O=C1CCOc2cc(OCc3ccccc3)ccc21,i,-10%,-1%,3%,-67%[inhibitor][57.5 µM],22%,7%,1%,0%
O=C(Nc1nc(-c2ccc(F)cc2)cs1)c1cnccn1,i,-8%,0%,1%,-27%,-11%,0%,-3%,22%
CC1(C)CC(=O)C(C=NCCO)=C(O)C1,i,-19%,-2%,13%,i,-8%,-19%,8%,7%
COc1ccc(C)c2sc(=NC(=O)c3ccccc3)n(C)c12,i,23%,-1%,-8%,-32%,-6%,?,-3%,26%
Cn1cccc1-c1cc(C(=O)N/N=C/c2ccc(Cl)cc2)[nH]n1,i,0%,5%,-10%,i,7%,-2%,1%,?
Cc1ccc2c(=O)cc(C(=O)Nc3ccc(S(=O)(=O)N4CCC(C)CC4)cc3)oc2c1C,nt,3%,nt,-7%,i,-11%,5%,nt,-6%
CC(C)c1ccccc1NC(=O)C1CCCN(C(=O)c2ccc(Cl)cc2)C1 (stereo not given),i,-15%,1%,11%,-25%,-4%,18%,4%,?
CN(C)CCN1C(=O)C(=O)/C(=C(/O)c2ccc3c(c2)OCCO3)C1c1ccccn1 (stereo not given),i,-5%,0%,4%,-14%,-3%,-1%,-1%,6%
O=c1c2ccccc2ncn1-c1cccc(Cl)c1,i,-20%,0%,1%,?,-11%,6%,-12%,-3%
Cc1ccccc1C#CC1=CC(=O)CC(C)(C)C1,i,-9%,nt,-8%,-2%,-28%,?,0%,?
COc1ccc([N+](=O)[O-])cc1N(CC(=O)Nc1ccccc1C(=O)NC(C)C)S(C)(=O)=O,i,5%,1%,14%,-3%,17%,-7%,-3%,7%
COc1ccc(C(F)(F)F)cc1NC(=O)c1nc2nc(C)cc(C(F)F)n2n1,i,-5%,1%,8%,i,-5%,8%,1%,3%
CC(C)COc1ccc(C(=O)N(Cc2ccc(N(C)C)cc2)Cc2ccco2)cc1,nt,1%,nt,3%,-18%,27%,15%,nt,?
O=C(C1=C[C@H](c2ccccc2)C[C@H](OCCCCO)O1)N1CCOCC1,i,-1%,nt,-7%,0%,-26%,-3%,-2%,5%
Cc1onc(-c2ccccc2)c1C(N)=O,i,2%,-2%,-9%,i,2%,10%,0%,1%

# Reformatted: entries from further up
# Screens in order – Akt phos inh | GLP1R cytotox | Mm-Cpn inhibitor | Abeta yeast res | PTHR1 agonist | FUS suppressor | TDP43 rescue | aSyn yeast inh | GLP1R inv ag
O=C(c1ccc(S(=O)(=O)Cc2cc(F)ccc2F)c([N+](=O)[O-])c1)N1CCCC1
 : i | ? | -4% | -83%[inhibitor] | i | 1% | ? | -14% | 8.9µM*
CCCC(=O)C1=C(O)C(C(=O)OC)C(C)(C)CC1=NC (stereo not given)
 : i | -11% | -2% | 16% | -20% | 4% | -8% | -13% | 41%[activator]
C=CCn1cnc2c(sc3nc(C)cc(C)c32)c1=O
 : i | 6% | -28% | -23% | i | 1% | 29% | -1% | 38%[activator]
CC1CCN(C(=O)C(NS(=O)(=O)c2cccc3nsnc23)C(C)C)CC1 (stereo not given)
 : i | -5% | -1% | -1% | -20% | 7% | 9% | -9% | -5%
Cc1ccnc(NC(=O)COc2ccc3oc4c(c3c2)CCCC4)c1
 : nt | -2% | -1% | 14% | -2%[57.5 µM] | -10% | 2% | -3% | 22%
Cc1sc(N(C(=O)CCc2ccccc2)c2ccc(C(=O)O)cc2)nc1-c1ccccc1
 : i | -2% | 1% | -1% | -37%[inhibitor] | -16% | 15% | 3% | ?
COc1ccccc1C(=O)N1CCN=C1SC
 : i | -9% | 2% | -4% | -4%[57.5 µM] | -3% | 7% | -1% | -4%
Cc1ccc(NS(=O)(=O)c2ccc(C3CCCCC3)cc2)cc1
 : i | -23% | 2% | -21% | -26% | nt | ? | -18% | ?

# (cont.)
SMILES,Akt phos inh,GLP1R cytotox,Mm-Cpn inhibitor,Abeta yeast res,PTHR1 agonist,FUS suppressor,TDP43 rescue,aSyn yeast inh,GLP1R inv ag
O=c1c(-c2nnc(SCc3ccc(Cl)cc3Cl)o2)cccn1Cc1ccccc1,-94%*,-3%,3%,3%,-10%[57.5 µM],44%,?,2%,-23%
NS(=O)(=O)c1ccc(Cl)cc1[N+](=O)[O-],i,0%,-1%,10%,19%,-17%,1%,13%,13%
Cc1ccc(C(=O)Nc2ccc(Nc3ccccc3)cc2)cc1C,i,-22%,nt,4%,-6%,22%,-2%,-9%,?
O=C(Nc1ccc(S(=O)(=O)N2CCCC2)cc1)C1COc2ccccc2O1 (stereo not given),i,5%,3%,18%,i,5%,12%,1%,9%
O=C(CNC(=O)c1ccccc1)OC(C(=O)O)c1ccc(F)cc1 (stereo not given),i,-10%,nt,11%,i,2%,10%,-5%,3%
O=C(O)C1CC(=O)N(CCc2c[nH]c3ccccc23)C1 (stereo not given),i,-15%,0%,10%,i,-9%,4%,4%,-5%
Cc1cccnc1NC(=O)c1ccc2c(c1)OCO2,i,9%,-1%,-4%,i,0%,-5%,1%,1%
CC(C)CCOc1ccc(C2N=C(N)Nc3nc4ccccc4n32)cc1 (stereo not given),nt,-7%,nt,-31%[inhibitor],-5%,-7%,24%,nt,?
CCC(CC)c1nnc(NC(=O)c2ccco2)s1,i,-1%,2%,1%,9%,22%,-8%[0.397 µM],-17%,7%

# Some of the compounds tested, so the mix of outcomes need not match the whole.
